PTAP TSG101 blk: blocks PTAP/TSG101 interaction to inhibit HIV-1 budding. Q99816. Fluorescence polarization, FITC-PTAP peptide / Tsg101 binding. Potency, µM (doses to about 115 µM), inactives show top-dose activity change, negative = inhibition, most hits filed as inhibitors. 340,000 tested, under 10 active. AID 493005; active = well fitted inhibition curve with a large enough effect in the main read-out, with a control signal flat, not every such curve was filed as active; inconclusive = small, poorly fitted or top-dose-only effect, or effect the other way, or a change in a side signal; inactive = no such curve, though single readings can be large or run the other way; also: potency is read from the fitted curve at half-maximal effect; % of control where 0% means no effect
Target sequence (Q99816 whole entry, looked up): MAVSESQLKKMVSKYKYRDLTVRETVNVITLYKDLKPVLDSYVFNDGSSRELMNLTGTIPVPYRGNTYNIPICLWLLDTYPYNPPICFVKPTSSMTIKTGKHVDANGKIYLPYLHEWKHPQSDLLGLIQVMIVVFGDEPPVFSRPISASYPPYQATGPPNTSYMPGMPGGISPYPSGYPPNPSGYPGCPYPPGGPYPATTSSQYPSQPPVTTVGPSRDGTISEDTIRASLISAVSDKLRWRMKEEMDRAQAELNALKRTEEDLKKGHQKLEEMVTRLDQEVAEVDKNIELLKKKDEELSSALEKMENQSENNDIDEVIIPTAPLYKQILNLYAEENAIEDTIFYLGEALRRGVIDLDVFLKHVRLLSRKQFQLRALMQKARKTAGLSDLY
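Compounds were pin-transferred onto Tsg101 binding domain (10 uM final) in HEPES pH 7.5 buffer, then FITC-PTAP peptide was added at 50 nM final. After 20 min at RT, polarization reported peptide displacement across a qHTS concentration series.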
Integrin act MD: activators of alpha7 integrin expression for muscular dystrophy; alpha7betagal myoblasts, beta-gal FDG fluorescence, 48 h; Potency, µM (top dose mostly 38.3 µM), inactives show at the top dose activation, hits mostly activators; 350,000 compounds, 0.064% hits;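 also: potency is read from the fitted curve at half-maximal effect; 100% = response of the positive control SU9516; nearly all actives have a fitted effect of over 60% in size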
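alpha7betagal+/- myoblasts (passage 13, 250/well) treated 48 h at 37C with compounds at 1:260 dilution of DMSO stock. Lysed, then beta-galactosidase activity read as FDG fluorescence (ex 480/em 540) after 30 min, with pre-read for autofluorescence.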
p53 reactivator: re-activators of mutant p53; Potency, µM (series often up to 92.2 µM), inactives show top-dose activity change, positive = activation, most hits filed as activators; 320,000 compounds, 0.063% hits; H1299 p53-A138V BP100-luciferase reporter, luminescence, 24 h; also: potency is read from the fitted curve at half-maximal effect; % of control where 0% means no effect; nearly all actives have a fitted effect of over 45% in size
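p53-null H1299 cells stably carrying temperature-sensitive p53-A138V and a BP100-luciferase reporter were pinned with compounds (4-point, 1:5 series) and held 24 hrs at 37 deg C. Luminescence was read 10 min after detection reagent.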
B2AR arrestin: beta2AR (human) beta-arrestin recruitment activity | P07550 | beta-arrestin recruitment to beta2AR, cell-based reporter | Potency, µM (doses to about 46.1 µM), for inactives: at the highest dose activation, actives largely listed as activators | 330,000 compounds, 0.02% hits | AID 492947;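 also: potency is read from the fitted curve at half-maximal effect; 0% = DMSO controls and full agonism = EC100 isoproterenol or metaproterenol; nearly all actives have a fitted effect of over 65% in size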
Target sequence (P07550 whole entry, looked up): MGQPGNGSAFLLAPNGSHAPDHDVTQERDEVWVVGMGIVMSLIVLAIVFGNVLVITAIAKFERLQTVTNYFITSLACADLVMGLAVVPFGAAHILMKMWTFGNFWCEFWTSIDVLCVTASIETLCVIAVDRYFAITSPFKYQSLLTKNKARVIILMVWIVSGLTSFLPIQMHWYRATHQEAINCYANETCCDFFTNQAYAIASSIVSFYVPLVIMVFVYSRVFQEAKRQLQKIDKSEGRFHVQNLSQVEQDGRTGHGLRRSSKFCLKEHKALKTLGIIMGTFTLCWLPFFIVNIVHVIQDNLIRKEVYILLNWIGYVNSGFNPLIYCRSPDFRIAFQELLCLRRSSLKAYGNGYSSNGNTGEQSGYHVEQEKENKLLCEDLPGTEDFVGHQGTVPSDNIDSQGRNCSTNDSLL
TRPV1 agonist: agonists of human vanilloid receptor 1 (TRPV1); Q8NER1; TRPV1-expressing cells, Fluo-8 calcium influx, agonist mode; activation, % at 8.33 µM; 320,000 compounds, 0.19% hits; AID 540275; in the data active = activation above about 80%; inconclusive = between about 30% and that limit; also: 0% is about no effect
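TRPV1-expressing cells were cultured overnight at 35.5C and loaded with Fluo-8 calcium dye for 40 to 90 min at room temperature. After a 10 s baseline, compound was added and calcium influx was read kinetically for 3 min (ex 480/em 520 nm).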
CXXC DNA block: blocks binding of human MLL CXXC domain to DNA; Q03164; MLL-CXXC / FITC-HOXA9 DNA fluorescence polarization; Potency, µM (series often up to 115 µM), inactives show at the top dose activity change, negative = inhibition, actives largely listed as inhibitors; 290,000 compounds, 0.037% hits; AID 2662; active = well fitted inhibition curve with a large enough effect in the polarisation, with a control signal flat, not every such curve was filed as active; inconclusive = small, poorly fitted or top-dose-only effect, or effect the other way, or a change in a side signal; inactive = no such curve, though single readings can be large or run the other way; the % refers to the polarisation; also: potency is read from the fitted curve at half-maximal effect
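Purified MLL-CXXC (added from a 7 uM solution) was preincubated 5 min at ambient with pinned compounds in 50 mM Tris-HCl pH 7.5, 50 mM NaCl, 1 mM DTT, 0.05% BSA. Fluorescein-labeled HOX-A9 DNA (50 nM solution) followed, 30 min, then polarization read.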
TCR act: activates T cell receptor signaling; AID 504894; 330,000 tested, under 10 active; Potency, µM (highest dose often 9.22 µM), for inactives: at the highest dose activation of IL-2 secretion, most hits filed as activators; primary human leukocytes, anti-CD3, IL-2 HTRF, 48 h; also: % of control where 0% means no effect
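48 hr co-incubation of compounds, a-CD3 beads and primary human leukocytes; IL-2 quantified homogeneously by HTRF with anti-IL-2 K and d2 conjugates.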
BRCA1 expr act: activators of BRCA1 expression; MCF7-BRCA1-FFLuc reporter, luminescence, 48 h; response scale: scaled: vehicle 0%, 10 µM genistein 100%; Potency, µM (titrated, usually from 46.1 µM), without a hit: at the top dose activation, usual class: activators; 380,000 compounds, 1.1% hits; AID 624202; also: potency is read from the fitted curve at half-maximal effect; nearly all actives have a fitted effect of over 80% in size; some results filed as inactive show a strong effect at the top dose
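Reporter cells (MCF7, BRCA1 promoter-firefly luciferase) received library compounds across a concentration series for 48 h. End-point luminescence was measured and concentration-effect curves derived after normalization.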
ELG1 repair inh: ELG1-dependent DNA repair inhibition; HEK293T ELG1-luciferase reporter, luminescence, 16 h; DNA damage induced by 5-fluorouridine; 330,000 compounds, 2.3% hits; Potency, µM (top dose mostly 46.1 µM), for inactives: at the highest dose activity change, negative = inhibition, usual class: inhibitors; also: potency is read from the fitted curve at half-maximal effect; % is scaled to controls: 0 for no effect and ±100 for the full control effect; nearly all actives have a fitted effect of over 55% in size
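Step one: seed 2,000 cells per well. Step two: pin-transfer compound or DMSO alongside 5-fluorouridine. Step three: incubate 16 hr, 37 °C, 5% CO2. Step four: add ONE-Glo, wait 30 min, read luminescence.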
A-T KAP1 phos: potential ataxia-telangiectasia treatments restoring KAP-1 phosphorylation | Potency, µM (top dose mostly 57.5 µM), without a hit: top-dose activation, most hits filed as activators | 320,000 compounds, 0.19% hits | […] A-T fibroblasts, KAP-1 phosphorylation AlphaLISA; neocarzinostatin DNA damage 30 min before lysis | AID 485349; also: potency is read from the fitted curve at half-maximal effect; % of control where 0% means no effect; nearly all actives have a fitted effect of over 45% in size
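ATM-like activity read as KAP-1 phosphorylation via AlphaLISA donor/acceptor antibody pairs after lysis and 6 hr at 25C. Cells were ATM-null patient fibroblasts ([…], hTERT), dosed 60 min, then exposed to the DSB inducer NCS for 30 min.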
The depositor's hits bear a star; [ ] = dose if it differs, or a comment. Unless noted, calls follow the shape of the dose curve; as a rule, active = well fitted curve in the direction sought with a large enough effect; inconclusive = small, poorly fitted or top-dose-only effect, or another doubt; inactive = no such curve, though single readings can be large; an effect the other way counts as inactive or inconclusive.

Screening COc1cc(C(=O)Nc2cccc3c2CCCC3)cc(OC)c1OC returned PTAP TSG101 blk -2.3%, Integrin act MD 27.8%, p53 reactivator 2.1%, B2AR arrestin -1.0%, TRPV1 agonist 2.3, CXXC DNA block -0.1%, TCR act 3.1%, BRCA1 expr act -23.7%, ELG1 repair inh -11.7% and A-T KAP1 phos -5.6%.
COc1ccc(OCC(=O)NNC(=S)NC(=O)c2ccc(Br)o2)cc1 was read as PTAP TSG101 blk 0.8%, Integrin act MD -16.1%, p53 reactivator 25.2%, B2AR arrestin -0.7%, TRPV1 agonist -1.9, CXXC DNA block -3.3%, TCR act 2.0%, BRCA1 expr act -26.2%, ELG1 repair inh 0.6% and A-T KAP1 phos -2.6%.
Screening Cc1cccc(/C=C(\C#N)C(=O)Nc2ccccn2)c1 returned PTAP TSG101 blk -6.7%, Integrin act MD -30.9%, p53 reactivator 3.9%, B2AR arrestin -0.4%, TRPV1 agonist 5.6, CXXC DNA block 3.4%, TCR act 1.8%, BRCA1 expr act 22.4%, ELG1 repair inh 9.5% and A-T KAP1 phos -5.2%.
`CC(=NN=C(C)c1ccc(O)cc1)c1ccc(O)cc1` gave PTAP TSG101 blk -2.3%, Integrin act MD -23.6%, TCR act -4.1% and BRCA1 expr act 57.1%.
`COc1ccc(C=NNC(=O)c2ccccc2NS(=O)(=O)c2cccs2)cc1O` gave PTAP TSG101 blk -3.7%, Integrin act MD -8.8%, p53 reactivator 7.1%, B2AR arrestin 0.1%, TCR act -1.0%, BRCA1 expr act 9.5%, ELG1 repair inh inconclusive and A-T KAP1 phos -3.5%.
For COc1ccccc1NS(=O)(=O)c1cc(C(=O)N2CC(C)CC(C)C2)ccc1C (stereo not given) the results were PTAP TSG101 blk 0.1%, Integrin act MD -2.0%, p53 reactivator 0.1%, B2AR arrestin 5.0%, TRPV1 agonist 12.5, CXXC DNA block 1.0%, TCR act 1.7%, BRCA1 expr act -60.5%, ELG1 repair inh -23.5% and A-T KAP1 phos 0.8%.
For Cc1nc(-c2ccncc2)nc(NCCNc2ccc(C(F)(F)F)cn2)c1Cl the results were PTAP TSG101 blk -1.0%, Integrin act MD -22.7%, p53 reactivator -1.3%, B2AR arrestin -0.4%, TRPV1 agonist 15.8, CXXC DNA block -11.6%, TCR act -1.5%, BRCA1 expr act -18.2%, ELG1 repair inh inconclusive and A-T KAP1 phos -3.5%.
Screening O=C(Cc1ccc(Cl)cc1)c1ccc(O)cc1 returned PTAP TSG101 blk -5.0%, Integrin act MD inconclusive, p53 reactivator inconclusive, B2AR arrestin -0.1%, TRPV1 agonist 0.1, CXXC DNA block 0.5%, TCR act 6.8%, BRCA1 expr act inconclusive, ELG1 repair inh inconclusive and A-T KAP1 phos 5.7%.
Screening O=C(OCC(=O)N1CCCC1)c1ccccc1C(=O)c1ccccc1 returned PTAP TSG101 blk -2.8%, Integrin act MD -0.7%, p53 reactivator inconclusive, B2AR arrestin 0.1%, TRPV1 agonist -0.6, TCR act -4.6%, BRCA1 expr act 42.3%, ELG1 repair inh inconclusive and A-T KAP1 phos 1.5%.
`Cn1cc(S(=O)(=O)Oc2ccccc2)c(=O)n(C)c1=O` gave PTAP TSG101 blk 0.1%, Integrin act MD 4.6%, p53 reactivator -1.3%, B2AR arrestin -0.2%, TRPV1 agonist -0.1, CXXC DNA block 0.1%, TCR act -5.1%, BRCA1 expr act -7.7%, ELG1 repair inh 7.5% and A-T KAP1 phos 4.4%.
CCN(CC)c1ccc(CNC23CN4CN(CN(C4)C2)C3)cc1 was read as PTAP TSG101 blk -3.8%, Integrin act MD -14.0%, p53 reactivator -15.1%, B2AR arrestin 0.0%, TRPV1 agonist 0.0, CXXC DNA block 0.8%, TCR act 1.7%, BRCA1 expr act -1.0%, ELG1 repair inh 24.2% and A-T KAP1 phos -4.0%.
For Cc1ccc(C)n1NC(=O)c1ccc(Cl)cc1Cl the results were PTAP TSG101 blk 2.0%, Integrin act MD 13.2%, p53 reactivator 3.3%, B2AR arrestin -0.1%, TRPV1 agonist 2.6, CXXC DNA block 5.7%, TCR act 5.8%, BRCA1 expr act 18.8%, ELG1 repair inh -6.3% and A-T KAP1 phos -1.0%.
For CCCCOC(=O)NC(NCC(O)c1ccccc1)(C(F)(F)F)C(F)(F)F (stereo not given) the results were PTAP TSG101 blk -9.1%, Integrin act MD -34.3%, p53 reactivator -2.8%, B2AR arrestin 0.0%, TRPV1 agonist -0.3, CXXC DNA block 17.9%, BRCA1 expr act 5.1% and ELG1 repair inh inconclusive.
`O=C(Cc1ccccc1[N+](=O)[O-])NCC(=O)c1ccc2c(c1)OCO2` gave PTAP TSG101 blk 1.0%, Integrin act MD -0.7%, TCR act -6.5% and BRCA1 expr act 79.4%.
S=C(NC1CC1)N1CCN(c2ccc(Cl)cc2)CC1 was read as PTAP TSG101 blk -0.8%, Integrin act MD 5.6%, p53 reactivator -2.3%, B2AR arrestin -0.2%, TRPV1 agonist inconclusive, CXXC DNA block -14.3%, TCR act -10.2%, BRCA1 expr act 0.6%, ELG1 repair inh 2.7% and A-T KAP1 phos -0.6%.
For CCOc1ccccc1N1CCN(C(=S)Nc2ccc(S(N)(=O)=O)cc2)CC1 the results were PTAP TSG101 blk -2.2%, Integrin act MD -7.0%, p53 reactivator 0.9%, B2AR arrestin -0.3%, TRPV1 agonist -4.0, CXXC DNA block 14.2%, TCR act -3.2%[46.1 µM], BRCA1 expr act -26.8%, ELG1 repair inh inconclusive and A-T KAP1 phos -7.7%.
`CC(C)n1c(=O)[nH]c2cc(C(=O)Nc3ccccc3)ccc21` gave PTAP TSG101 blk -3.1%, Integrin act MD 2.7%, p53 reactivator -0.1%, B2AR arrestin 0.1%, TRPV1 agonist -0.9, CXXC DNA block 5.0%, TCR act -18.0%, BRCA1 expr act 98.2%, ELG1 repair inh 7.6% and A-T KAP1 phos -2.2%.
For N#C/C(=C/c1cccs1)c1ccccn1 the results were PTAP TSG101 blk -2.0%, Integrin act MD -9.2%, p53 reactivator 16.6%, B2AR arrestin -0.6%, TRPV1 agonist 4.9, CXXC DNA block 0.0%, TCR act 4.2%, BRCA1 expr act 77.4%, ELG1 repair inh inconclusive and A-T KAP1 phos -12.1%.
For O=C(CN1CCN(S(=O)(=O)c2ccccc2)CC1)NC(=O)NC1CCCCC1 the results were PTAP TSG101 blk -1.0%, Integrin act MD -29.6%, p53 reactivator 0.6%, B2AR arrestin -0.1%, TRPV1 agonist 1.1, CXXC DNA block -0.9%, TCR act 1.8%, BRCA1 expr act -6.8%, ELG1 repair inh -25.6% and A-T KAP1 phos -4.7%.
For O=C(CN(C(=O)c1csnn1)c1ccc(F)c(Cl)c1)NCc1ccccc1 the results were PTAP TSG101 blk -2.4%, Integrin act MD -15.9%, p53 reactivator -0.4%, B2AR arrestin -0.3%, TRPV1 agonist 4.0, CXXC DNA block 3.0%, TCR act 1.5%, BRCA1 expr act -28.6%, ELG1 repair inh 6.2% and A-T KAP1 phos -1.9%.
COc1ccc(C(=O)Nc2cc(OC)cc3cccnc23)cc1 was read as PTAP TSG101 blk -0.9%, Integrin act MD -25.7%, p53 reactivator -1.0%, B2AR arrestin -1.0%, TRPV1 agonist 12.4, CXXC DNA block inconclusive, TCR act -2.6%, BRCA1 expr act -26.4%, ELG1 repair inh 10.5% and A-T KAP1 phos 40.0%.
Screening Cc1ccc(/C([O-])=C(/C(=S)NCc2ccccc2)[n+]2cccc(CO)c2)cc1[N+](=O)[O-] returned PTAP TSG101 blk -3.9%, Integrin act MD -25.9%, p53 reactivator 1.0%, B2AR arrestin 2.7%, TRPV1 agonist 6.1, CXXC DNA block 26.6%, BRCA1 expr act -7.2%, ELG1 repair inh -11.2% and A-T KAP1 phos -10.7%.
Screening COc1ccc(NC(=O)CCOc2ccccc2F)cc1S(=O)(=O)N1CCCCC1 returned PTAP TSG101 blk -1.1%, Integrin act MD -12.2%, p53 reactivator -4.4%, B2AR arrestin -0.5%, TCR act -1.8%, BRCA1 expr act -23.2%, ELG1 repair inh 23.1µM* and A-T KAP1 phos 1.5%.
Screening Cc1nc2nc(-c3ccccc3)cc(=O)n2[nH]1 returned PTAP TSG101 blk -0.2%, Integrin act MD 21.6%, p53 reactivator 26.4%, B2AR arrestin -0.1%, TRPV1 agonist -0.9, CXXC DNA block 7.4%, TCR act -0.7%, BRCA1 expr act 9.9%, ELG1 repair inh inconclusive and A-T KAP1 phos 0.1%.
c1ccc(CSc2nnc(-c3ccncc3)o2)cc1 was read as PTAP TSG101 blk 2.8%, Integrin act MD 30.0%, p53 reactivator 22.6%, B2AR arrestin -0.2%, TRPV1 agonist 8.0, CXXC DNA block 11.8%, TCR act -1.8%, BRCA1 expr act inconclusive, ELG1 repair inh -27.6% and A-T KAP1 phos -3.6%.
OC(CN1CCN(Cc2ccc3c(c2)OCO3)CC1)c1c[nH]c2ccccc12 (stereo not given) was read as PTAP TSG101 blk -0.9%, Integrin act MD -45.2%[inhibitor], p53 reactivator -6.0%, B2AR arrestin -0.7%, TRPV1 agonist -4.3, CXXC DNA block -3.4%, TCR act 1.1%, BRCA1 expr act -59.4%, ELG1 repair inh 13µM* and A-T KAP1 phos 0.8%.
